# From PubChem BioAssay
# OX1R antag-1 = human HCRTR1 antagonism; O43613; CHO/OX1R cells, Fluo-8 calcium fluorescence, orexin A; inhibition, % at 5 µM; 330,000 compounds, 0.43% hits; AID 434989;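 active = inhibition above its plate's threshold, mean inhibition of all tested compounds on the plate plus 3 SD, cut at about 37% in these data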;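 also: 0% = orexin A challenge wells and 100% = SB-334867-A antagonist wells; not every result past the cut was called active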
# Target sequence (O43613 whole entry, looked up): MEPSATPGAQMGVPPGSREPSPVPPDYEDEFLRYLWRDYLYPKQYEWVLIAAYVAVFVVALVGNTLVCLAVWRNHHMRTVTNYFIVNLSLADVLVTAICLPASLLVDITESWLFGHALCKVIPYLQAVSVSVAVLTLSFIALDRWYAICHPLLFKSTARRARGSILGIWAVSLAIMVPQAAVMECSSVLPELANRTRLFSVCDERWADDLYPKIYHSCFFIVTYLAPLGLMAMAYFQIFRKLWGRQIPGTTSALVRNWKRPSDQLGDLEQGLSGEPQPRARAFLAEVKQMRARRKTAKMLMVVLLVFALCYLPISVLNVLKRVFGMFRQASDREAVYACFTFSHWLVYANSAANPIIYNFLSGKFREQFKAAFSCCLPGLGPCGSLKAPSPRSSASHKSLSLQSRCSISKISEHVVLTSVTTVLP
# OX1R antag-2 = blocks the human orexin 1 receptor. O43613. OX1R-expressing cells, FRET antagonist read-out. inhibition, % at 6.6 µM. 330,000 compounds, 1.8% hits. AID 485270; in the data active = inhibition mostly above about 38%, no sharp cut-off; inactive = mostly below about 40%;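 also: 0% = agonist challenge alone and 100% = reference antagonist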
# The depositor's hits bear a star.
OX1R antag-2,OX1R antag-1,SMILES
7.4,-3.5,CN(c1ccccc1C(=O)N1CCOCC1)S(C)(=O)=O
14.7,-19.0,O=C(COC(=O)c1cc([N+](=O)[O-])ccc1NCc1ccccc1)NCc1ccccc1Cl
10.7,-9.0,COCCCNC(=O)COc1ccc(Cl)c(C)c1
-9.8,-4.7,O=C1C(=O)N(CCCN2CCOCC2)C(c2ccc(F)cc2)/C1=C(/O)c1ccccc1 (centres undefined)
8.7,-19.0,Cc1cc(C)c(C2C3=C(Nc4c2c(C)nn4-c2ccccn2)c2ccccc2C3=O)c(C)c1 (centres undefined)
18.9,-22.5,Cc1cccc(Nc2nc(N)nc(-c3oc4ccccc4c3C)n2)c1
16.3,-14.5,CCOC(=O)C(CC)n1cnc2c(cnn2-c2ccc(Cl)cc2)c1=O (centres undefined)
5.7,-9.2,CCOc1ccccc1NC(=O)CCNS(=O)(=O)c1ccccc1
2.7,-40.2,O=C(Cn1c(S(=O)(=O)Cc2ccccc2)nc2ccccc21)N1CCCCC1
13.9,-23.6,O=C(NCc1cccc(Cl)c1)c1ccc(CS(=O)Cc2ccc(Cl)cc2)o1 (centres undefined)
5.7,-23.9,Cc1csc(SC(C)C(=O)Nc2ccccc2C)n1 (centres undefined)
12.9,-0.9,COc1ccc(CCNC(=O)c2nonc2N)cc1
8.4,-12.6,O=C(/C=C/c1ccc2c(c1)OCO2)N1CCN(c2ccccc2F)CC1
8.6,8.3,CCOC(=O)c1ccc(NC(=O)C2CCCN(S(=O)(=O)c3ccc(F)cc3)C2)cc1 (centres undefined)
11.5,-8.5,CN(/N=C/c1ccco1)C1=NS(=O)(=O)c2ccccc21
12.8,-22.1,O=C(/C=C/c1ccccc1)OCc1cncs1
15.4,-6.2,Cn1c(SCc2ccc(Br)cc2)nnc1-c1cccs1
4.7,-13.8,CCCCCn1c(=O)[nH]c2cc(C(=O)NCc3ccccn3)ccc2c1=O
4.5,-11.4,Cc1cc(NC(=O)COc2ccccc2C#N)no1
19.4,-18.3,CC(Nc1oc(-c2ccco2)nc1C#N)c1ccccc1 (centres undefined)
2.9,-18.3,Cc1cccc(C(=O)N2CCCC(N3CCN(c4ccccc4)CC3)C2)n1 (centres undefined)
4.1,-33.1,CC1=Nc2cc(C(=O)NCc3ccco3)ccc2Sc2ccc(C)cc21
14.4,-22.2,Cc1ccc2c(c1)N(CC(=O)NCCC1=CCCCC1)C(=O)c1cccnc1O2
33.7,-9.5,O=C(c1ccco1)N1CCN(c2ccc([N+](=O)[O-])c(N3CCOCC3)c2)CC1
28.9,-16.4,Cc1ccc(S(=O)(=O)N(CCO)c2cc3c(s2)CCCC3)cc1
39.9,-20.5,Cc1nc2ccc(NC(=O)c3ccc(Cl)c([N+](=O)[O-])c3)cc2s1
8.2,-37.5,O=c1[nH]ncc(N2CCN(C(c3ccccc3)c3ccccc3)CC2)c1Cl
12.2,-1.3,C=CCNC(=O)C(=O)c1c(-c2ccccc2)[nH]c2ccccc12
3.5,-22.7,CC1CCN(c2ccccc2NC(=O)c2ccc(N3CCOCC3)c([N+](=O)[O-])c2)CC1
25.7,-6.6,NC1=NC(=O)S/C1=C\c1ccc(O)cc1
27.8,-26.2,Cc1c(C(=O)OCC(=O)Nc2ccccc2OC(F)F)cccc1[N+](=O)[O-]
7.8,-5.7,Cc1cc(/C=C2/NC(=O)N(Cc3ccccc3F)C2=O)c(C)n1-c1ccccn1
6.6,-14.0,O=C(c1cc(S(=O)(=O)Nc2ccccc2F)c(Cl)cc1Cl)N1CCN(CCO)CC1
2.6,-12.3,CCOC(=O)C1CCCN(CC(O)COc2cccc(C)c2)C1 (centres undefined)
7.0,48.6*,COc1cc(/C=C2\SC(=S)N(Nc3ncc(C(F)(F)F)cc3Cl)C2=O)ccc1O
10.5,-3.2,N#Cc1cccc(NC(=O)COC(=O)CCc2nc3ccccc3c(=O)[nH]2)c1
14.4,-27.8,Cc1ccc(SCc2cn3c(C)cc(C)nc3n2)cc1
-2.1,-31.9,COc1ccc(CC2(CO)CCN(Cc3cccn3-c3ccccn3)CC2)cc1
4.8,-62.0,CCn1nc(NC(=O)C(C)(C)C)c2cc3cccc(C)c3nc21
17.0,34.3,Cc1cccc(CSc2nc3ccccc3c(=O)n2C)c1
2.4,-19.1,Cc1cc(C)cc(N2C(=O)CC(Sc3ccccc3C(=O)O)C2=O)c1 (centres undefined)
4.0,-20.1,COc1ccc(C2(c3ccc(OC)cc3)NC(=O)N(CC(=O)N(C)C3CCC(C)CC3)C2=O)cc1 (centres undefined)
42.0,-4.3,O=C(O)c1cc([N+](=O)[O-])ccc1Nc1ccccc1
15.6,15.5,C/C(=N\NC(=O)c1cccnc1)c1cc(C)oc1C
27.5,-28.5,CC(=NCCN1CCOCC1)C1=C(O)c2ccccc2C1=O
-4.6,-44.7,Cc1ccc(N2CCN(C(=O)c3cc(COc4c(C)cccc4C)on3)CC2)c(C)c1
23.9,9.5,COc1ccc(/C=N/NS(=O)(=O)c2ccc(F)cc2)cc1COc1cc(F)ccc1[N+](=O)[O-]
-7.2,-4.6,O=C(C1=C(O)C(=O)N(CC2CCCO2)C1c1ccccc1Cl)c1ccco1 (centres undefined)
2.2,-22.9,CC(=O)Nc1ccc(S(=O)(=O)NCCC(=O)NC(C)c2cccs2)cc1 (centres undefined)
4.8,-17.6,CC1(C)SC(=S)N(c2ccccc2)C1/[N+]([O-])=C/c1cccc([N+](=O)[O-])c1 (centres undefined)
52.2,-24.3,Cc1ccccc1-c1nsc(SCC(=O)NCc2ccc3c(c2)OCO3)n1
8.3,-6.9,N#CCn1c(CCl)nc2ccccc2c1=O
39.6,-25.9,COc1ccc(C(=O)CN(Cc2ccccc2)C2=NCCS2)cc1
10.0,-19.0,O=C(/C=C/c1ccc2c(c1)OCO2)NCCS(=O)(=O)N1CCN(c2ccc(F)cc2)CC1
5.5,-6.1,CC(OC(=O)c1cc2ccccc2[nH]1)C(=O)N(C)c1ccccc1 (centres undefined)
9.2,-2.2,Cc1cc(=O)[nH]c(Nc2ccc(C(=O)OC(C)C)cc2)n1
20.3,-30.0,COc1ccc(CN2C(=O)c3cccnc3C2Nc2ccc(OC)c(Cl)c2)cc1 (centres undefined)
1.1,-2.6,O=C(NN1CCOCC1)c1ccc(Cl)cc1Cl
10.6,-1.5,CCCCc1ccc(NC(=S)Nc2ccc(Nc3ccc(OC)cc3)cc2)cc1
5.5,-5.9,CCN(CC)CCNC(=O)C1c2cc(OC)c(OC)cc2C(=O)N(C)C1c1cccs1 (centres undefined)

# The list goes on:
OX1R antag-2,OX1R antag-1,SMILES
0.3,-22.4,Cc1csc(NC(=O)c2cc3ccccc3o2)n1
9.3,-6.5,COc1ccc(NC(=O)CN2C(=O)NC3(CCCC3)C2=O)c(OC)c1
19.8,-13.9,O=S1(=O)CC(O)C(Nc2ccccc2Cl)C1 (centres undefined)
13.5,-14.3,Cc1ccc(S(=O)(=O)N2CCN(C(=O)CSc3nnc(-c4ccco4)o3)CC2)cc1
7.0,-8.3,COCC(CN1CCN(C2=NS(=O)(=O)c3ccccc32)CC1)OC(=O)c1ccc(OC)cc1 (centres undefined)
17.8,-18.1,Cn1c(SCc2ccccc2F)nc2ccccc2c1=O
7.1,0.1,O=S(=O)(Nc1cccc(-c2ccc3nncn3n2)c1)c1cc(F)ccc1F
22.2,-30.3,O=C(c1ccc(Cl)cc1)C1CCN(CC(=O)N2CCCCC2)CC1
22.4,-23.5,O=C(CN1CCN(S(=O)(=O)c2ccccc2)CC1)NCc1ccccc1
27.4,-26.7,CC(C)N(CCNC(=O)c1ccc(CS(=O)(=O)c2c(Cl)cccc2Cl)o1)Cc1ccccc1
35.4,-19.8,Cc1ccc(-c2nnc(NCc3nc4ccccc4[nH]3)c3ccccc23)cc1S(=O)(=O)N1CCOCC1
12.6,2.5,COc1ccccc1NCCC(=O)O
13.1,-16.9,Cc1nn(-c2ccccc2)c(C)c1NC(=O)COC(=O)c1cccc(OC(F)F)c1
1.1,-24.6,O=C(COC(=O)c1cc(S(=O)(=O)N2CCCC2)ccc1O)NCCc1ccccc1
21.2,-4.6,CC(=O)N(CCc1ccccc1C)Cc1cc2cc3c(cc2[nH]c1=O)OCO3
-8.8,-7.7,Cc1ccnc(N2C(=O)c3ccccc3C2=O)c1
25.9,-4.0,Cc1ccc(Nc2ccc(S(=O)(=O)N3CCOCC3)cc2[N+](=O)[O-])cc1C
17.7,-25.2,COc1ccc(N2CCN(C(=O)CSc3nnc(-c4cccnc4)n3-c3ccccc3)CC2)cc1
21.7,-15.1,O=C1C2C3C=CC(C3)C2C(=O)N1CCCCCCN1C(=O)C2C3C=CC(C3)C2C1=O (centres undefined)
18.2,-12.0,CCOC(=O)c1c(NC(=O)CSc2ncccn2)sc(C(=O)NC)c1C
20.0,-1.5,CCc1nnc(NC(=O)NCN2C(=O)C3C4C=CC(C4)C3C2=O)s1 (centres undefined)
2.0,-14.2,O=Cc1cn(CC(O)Cn2cc(C=O)c3ccccc32)c2ccccc12
10.2,-11.4,COC(=O)c1ccc(C(c2c(N)n(CC(C)C)c(=O)[nH]c2=O)N2CCN(c3ccccc3)CC2)cc1 (centres undefined)
7.6,-5.4,O=C(NCCN1CCCC1)C1CC(=O)N(C2CCCCC2)C1 (centres undefined)
5.8,-9.8,CCCCN(CCCC)C(=O)c1cn(CC)c2cc(N3CCN(C)CC3)c(F)cc2c1=O
15.9,-32.1,O=C(C1CCCN(S(=O)(=O)c2ccc(Br)s2)C1)N1CCCCCC1 (centres undefined)
18.7,-22.0,Cc1ccc(-c2noc(CSc3nnc(Cc4cccs4)n3-c3ccccc3)n2)cc1
10.0,6.3,O=C(NCc1ccncc1)c1ccc(NS(=O)(=O)c2ccc(F)cc2)cc1
74.2,1.4,CCn1c2ccccc2c2cc(/C=N/NC(=O)c3cc(O)cc(O)c3)ccc21
22.5,-29.1,O=C(Nc1ccccc1Cl)C1CCN(Cc2cnn(-c3ccccc3)c2-n2cccc2)CC1
11.0,-10.8,Clc1ccc(Nc2ncn[nH]2)c(Cl)c1
7.3,-17.2,CC(C)Nc1nc(NC(C)C)nc(C(=O)OCCO)n1

# Structures above containing fluorine:
OX1R antag-2,OX1R antag-1,SMILES
-9.8,-4.7,O=C1C(=O)N(CCCN2CCOCC2)C(c2ccc(F)cc2)/C1=C(/O)c1ccccc1 (centres undefined)
8.4,-12.6,O=C(/C=C/c1ccc2c(c1)OCO2)N1CCN(c2ccccc2F)CC1
8.6,8.3,CCOC(=O)c1ccc(NC(=O)C2CCCN(S(=O)(=O)c3ccc(F)cc3)C2)cc1 (centres undefined)
27.8,-26.2,Cc1c(C(=O)OCC(=O)Nc2ccccc2OC(F)F)cccc1[N+](=O)[O-]
7.8,-5.7,Cc1cc(/C=C2/NC(=O)N(Cc3ccccc3F)C2=O)c(C)n1-c1ccccn1
6.6,-14.0,O=C(c1cc(S(=O)(=O)Nc2ccccc2F)c(Cl)cc1Cl)N1CCN(CCO)CC1
7.0,48.6*,COc1cc(/C=C2\SC(=S)N(Nc3ncc(C(F)(F)F)cc3Cl)C2=O)ccc1O
23.9,9.5,COc1ccc(/C=N/NS(=O)(=O)c2ccc(F)cc2)cc1COc1cc(F)ccc1[N+](=O)[O-]
10.0,-19.0,O=C(/C=C/c1ccc2c(c1)OCO2)NCCS(=O)(=O)N1CCN(c2ccc(F)cc2)CC1
17.8,-18.1,Cn1c(SCc2ccccc2F)nc2ccccc2c1=O
7.1,0.1,O=S(=O)(Nc1cccc(-c2ccc3nncn3n2)c1)c1cc(F)ccc1F
13.1,-16.9,Cc1nn(-c2ccccc2)c(C)c1NC(=O)COC(=O)c1cccc(OC(F)F)c1
5.8,-9.8,CCCCN(CCCC)C(=O)c1cn(CC)c2cc(N3CCN(C)CC3)c(F)cc2c1=O
10.0,6.3,O=C(NCc1ccncc1)c1ccc(NS(=O)(=O)c2ccc(F)cc2)cc1

# No enrichment for hits; overall some 2.1% were active at least once.
